HCMV antiviral: human cytomegalovirus inhibition | HFF cells, HCMV-luciferase reporter, 72 h; active compounds read low | activity change, negative = inhibition, % at 57.5 µM | 410,000 tested, 4.5% active | AID 1259415; in the data active = activity change below about -60%; inconclusive = no clear call, values can overlap the other calls; inactive = above about -39%; note: % is set by controls: 0 for no effect and ±100 for the full control effect
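Human foreskin fibroblasts infected with luciferase-reporter HCMV at MOI 1 PFU/cell, compounds at two doses. Luciferase measured 72 h post infection; normalized to buffer-only basal and Salinomycin (10uM) controls.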
AmpC inh detg: inhibitors of E. coli AmpC beta-lactamase with detergent. Potency, µM (highest dose often 114 µM), for inactives: at the highest dose activity change, negative = inhibition, most hits filed as inhibitors. AID 485294. AmpC hydrolysis of nitrocefin, absorbance 480 nm, 0.01% Triton. 370,000 tested, 0.041% active;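 note: potency is the fitted concentration of half-maximal effect; 0% = no-compound wells and -100% = no-enzyme wells; nearly all actives have a fitted effect of over 25% in size; some results filed as inactive show a strong effect at the top dose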
Target sequence (P00811 whole entry, looked up): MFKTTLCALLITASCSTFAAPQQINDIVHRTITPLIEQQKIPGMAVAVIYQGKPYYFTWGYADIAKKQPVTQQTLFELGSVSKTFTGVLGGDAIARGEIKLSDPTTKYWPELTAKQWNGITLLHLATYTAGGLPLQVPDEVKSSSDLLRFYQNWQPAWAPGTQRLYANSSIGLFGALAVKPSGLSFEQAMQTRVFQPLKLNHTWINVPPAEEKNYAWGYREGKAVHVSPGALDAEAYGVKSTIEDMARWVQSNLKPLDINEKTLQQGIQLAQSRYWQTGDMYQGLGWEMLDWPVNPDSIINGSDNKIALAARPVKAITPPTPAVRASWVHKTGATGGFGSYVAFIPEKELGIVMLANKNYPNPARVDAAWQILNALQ
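AmpC (5.3 nM in the dispensed reagent) in 20 mM phosphate pH 7.0 with 0.01% (detergent screen) or 0.0001% Triton X-100 was preincubated with compounds for 15 min at room temperature. Nitrocefin was then added from an 800 uM solution, and hydrolysis was followed at 480 nm.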
AMA1 RON2 block: AMA1-RON2 (P. falciparum) interaction inhibition | AID 720542 | Potency, µM (doses to about 58.2 µM), without a hit: at the top dose activity change, negative = inhibition, hits mostly inhibitors | 360,000 tested, 0.2% active | AlphaScreen AMA1-biotinylated RON2 peptide binding;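 note: potency is the fitted concentration of half-maximal effect; 0% = vehicle wells and -100% = peptide control; nearly all actives have a fitted effect of over 45% in size; some results filed as inactive show a strong effect at the top dose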
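AMA1 (3D7) with his tag at 25 nM final met compounds first, then biotinylated RON2 peptide at 25 nM; detection used donor plus acceptor beads, 10 µg/mL apiece, read by AlphaScreen after 30 min at room temperature.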
AmpC no deterg: blocks E. coli AmpC beta-lactamase in detergent-free assay; AmpC nitrocefin hydrolysis, absorbance 480 nm, 0.0001% Triton; P00811; Potency, µM (doses to about 57.1 µM), inactives show top-dose activity change, negative = inhibition, hits mostly inhibitors; 330,000 tested, 0.52% active;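 note: potency is the fitted concentration of half-maximal effect; plate controls were no compound for no effect and no enzyme for full effect; nearly all actives have a fitted effect of over 20% in size; some results filed as inactive show a strong effect at the top dose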
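20 mM phosphate pH 7.0 + 0.01% (detergent screen) or 0.0001% Triton X-100; 5.3 nM AmpC reagent; cpd preinc 15 min RT; nitrocefin (800 uM stock) to start; A480 q20 s × 4 min; Activity was normalised to no-enzyme and no-compound control wells.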
FBPA Giardia inh: inhibitors of Giardia lamblia fructose-1,6-bisphosphate aldolase; A8B2U2; purified Giardia FBPA; Potency, µM (titrated, usually from 59.6 µM), for the others: top-dose activity, negative = inhibition, usual class: inhibitors; 290,000 tested, 0.71% active; AID 2451; note: potency is the fitted concentration of half-maximal effect; % is set by controls: 0 for no effect and ±100 for the full control effect; nearly all actives have a fitted effect of over 55% in size
Target sequence (A8B2U2 whole entry, looked up): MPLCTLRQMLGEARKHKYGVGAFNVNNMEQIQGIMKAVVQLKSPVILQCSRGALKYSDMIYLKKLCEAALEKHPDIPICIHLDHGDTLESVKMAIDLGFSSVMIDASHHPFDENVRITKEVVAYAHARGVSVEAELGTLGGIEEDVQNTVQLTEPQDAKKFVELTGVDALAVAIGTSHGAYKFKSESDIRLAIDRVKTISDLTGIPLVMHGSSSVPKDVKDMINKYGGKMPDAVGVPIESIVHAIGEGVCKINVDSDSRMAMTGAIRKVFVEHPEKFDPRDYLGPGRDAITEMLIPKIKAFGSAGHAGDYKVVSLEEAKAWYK
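40 nM FBPA preincubated 10 min at RT with compound (up to 57.5 uM final), then substrate plus GAPDH/TPI/NAD/arsenate coupling and diaphorase/resazurin added. Fluorescence read after 20 min at RT, 525/598 nm.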
Cycloheximide cs: counter-screen hit for Shiga toxin inhibitors, cycloheximide. cell reporter, cycloheximide protein synthesis inhibition counterscreen. max response, %. 300,000 tested, 12% active; in the data active = max response mostly above about 13%, no sharp cut-off; inactive = mostly below about 14%; note: read at 38.3 µM for the half of the compounds with a filed dose; 0% is about no effect
Shiga inhibitor: inhibitors of Shiga toxin in Vero cells | 290,000 tested, 9.2% active | AID 2315 | Vero cells, Shiga toxin protein synthesis inhibition reporter | inhibition, % at 38.7 µM; in the data active = inhibition mostly above about 28%, no sharp cut-off; inactive = mostly below about 43%; note: 0% is about no effect
Starred values were filed as active, the others as inactive; ? = inconclusive; . = no result given; [ ] = another dose, or the depositor's remark. Unless noted, calls come from the whole dose curve; as a rule, active = well fitted curve in the direction sought with a large enough effect; inconclusive = small, poorly fitted or top-dose-only effect, or another doubt; inactive = no such curve, though single readings can be large; an effect the other way counts as inactive or inconclusive. Compounds as they come; any-hit rate near 16%.

1) COP(=O)(OC)C(Nc1ccc([N+](=O)[O-])cc1)c1ccccc1 (stereo not drawn)
2) Cc1ccc(Cl)c2c(N=Nc3ccccc3)c(O)[nH]c12
3) Cc1ccc(NC(=O)CSc2nnc(CNC(=O)C34CC5CC(CC(C5)C3)C4)n2-c2ccc(F)cc2)cc1
4) CC(=O)c1cnc2ncnn2c1C
5) Cc1cc(C(=O)NC2CC(C)(C)Cc3c2cnn3-c2cccc(F)c2)n(C)n1 (stereo not drawn)
6) Cc1ccc(Cn2nc3c(cc2=O)CCc2ccccc2-3)cc1

assay / entry | 1 | 2 | 3 | 4 | 5 | 6
HCMV antiviral | 6 | 99 | -15 | 1 | 4 | -10
AmpC inh detg | -7% | ? | -8% | -11% | -9% | -5%
AMA1 RON2 block | -3% | 19% | 9% | -1%[11.6 µM] | -2% | -4%
AmpC no deterg | 42% | -18% | 109%[activator] | 1% | 166%[activator] | 37%
FBPA Giardia inh | 5% | 11% | 5% | 5% | 3% | -5%
Cycloheximide cs | 1 | 18* | -2 | -3 | 14 | -4
Shiga inhibitor | -4 | 66* | 12 | -12 | 18 | -5

7) COc1ccc(/C=C/C(=O)c2cc(F)ccc2OC(=O)c2ccc(OC)c(OC)c2)cc1OC
8) Cc1nc2ccccc2c2oc(C(=O)N3CCc4ccccc43)cc12
9) COc1ccc(NC(=O)N2CCN(c3nc(-c4cccc(OC)c4)cs3)CC2)cc1
10) CC(NC(=O)Nc1ccc(Cl)cc1)C(c1cccs1)N1CCOCC1 (stereo not drawn)
11) O=C(CNC(=O)c1ccccc1)OCc1cc(=O)n2cc(Br)ccc2n1
12) Cn1c(N)c(C(=O)CSc2nnc(-c3ccccc3F)n2C2CC2)c(=O)n(C)c1=O

assay / entry | 7 | 8 | 9 | 10 | 11 | 12
HCMV antiviral | -3 | . | -91* | -11 | 1 | 18
AmpC inh detg | -4% | 6% | -4% | ? | -2% | ?
AMA1 RON2 block | -3% | . | -21% | -6% | -8% | 26%
AmpC no deterg | 233%[activator] | -13% | -27% | 2.5µM* | -17% | -14%[11.4 µM]
FBPA Giardia inh | -4% | 1% | -21% | -6% | 6% | 0%
Cycloheximide cs | -3 | 1 | 18 | -2 | 1 | -2
Shiga inhibitor | 19 | -4 | -18 | -1 | -11 | 30

13) COC(=O)c1cccc(NC(=O)CCN2C(=O)C3CC=CCC3C2=O)c1 (stereo not drawn)
14) C/C=C/Cn1c(SCCCc2ccccc2)nc2c1c(=O)[nH]c(=O)n2C
15) O=C(CCSc1ccccc1)NCc1cccnc1
16) CCOc1c(Br)cc(/C=C2/SC(=O)N(CC(=O)N3CCCC3)C2=O)cc1OC
17) CCN(CC)CCCNC(=O)C1CCN(c2ncnc3c2sc2cccc(F)c23)CC1
18) O=C(COc1ccccc1Br)Nc1ccccc1C(F)(F)F

assay / entry | 13 | 14 | 15 | 16 | 17 | 18
HCMV antiviral | -6 | -2 | ? | -5 | -20 | -30
AmpC inh detg | 4% | ? | 1% | -10% | 2% | 6%
AMA1 RON2 block | -3% | -1% | -4% | -2% | 3% | 28%
AmpC no deterg | -8% | -1% | -7% | -13% | 38% | 4%
FBPA Giardia inh | . | -7% | 6% | -10% | -7% | 0%
Cycloheximide cs | . | -2 | -2 | 2 | -1 | 23*
Shiga inhibitor | . | -6 | -4 | -4 | 3 | 61*

19) COc1ccccc1N1CCN(C(=O)C(C)N(c2ccc(C)cc2)S(C)(=O)=O)CC1 (stereo not drawn)
20) Cc1nc2c(c(=O)n1CCC(C)C)c1nc3ccccc3nc1n2Cc1ccc2c(c1)OCO2
21) COc1ccc(/C=C(/NC(=O)c2ccc([N+](=O)[O-])cc2)C(=O)NCCCN(C)C)cc1
22) COc1ccc(CCNC(=O)CSc2nn3c(=O)c(C)nnc3s2)cc1OC
23) c1cncc(Cc2cc3ccccc3[nH]2)c1
24) Cc1cccc(OCC(=O)Nc2ccc(C(=O)NCC(C)C)cc2)c1

assay / entry | 19 | 20 | 21 | 22 | 23 | 24
HCMV antiviral | -16 | . | -32 | . | 28 | 6
AmpC inh detg | 1% | ? | -5% | -3% | 3% | 3%
AMA1 RON2 block | 6% | -4% | 1% | 141%[activator] | 6% | 1%
AmpC no deterg | 150%[activator] | -20% | -15% | 4% | 3% | -19%
FBPA Giardia inh | 0% | 4% | -1% | 1% | -4% | 4%
Cycloheximide cs | 5 | -4 | -3 | -2 | -1 | 0
Shiga inhibitor | 10 | -5 | 28 | -9 | 19 | -23

25) OCC1(CC2CCCCO2)CCN(C/C=C/c2ccccc2)CC1 (stereo not drawn)
26) O=C(NC1CCN(CC(=O)N(c2ccccc2)c2ccccc2)CC1)c1ccc([N+](=O)[O-])cc1
27) O=C(O)c1ccc(-n2c(-c3cc(-c4ccco4)[nH]n3)n[nH]c2=S)cc1
28) CC(C)C(=O)Nc1nc(-c2ccc([N+](=O)[O-])cc2)cs1
29) CC(C)c1ccccc1NC(=S)NN(Cc1ccccc1)c1ccccc1
30) COc1ccc(S(=O)(=O)N2CCCCCC2)cc1C(=O)N1CCN(c2ccccc2O)CC1

assay / entry | 25 | 26 | 27 | 28 | 29 | 30
HCMV antiviral | -17 | 13 | 8 | ? | -10 | 9
AmpC inh detg | 5% | 0% | -3% | -11% | 5% | -3%
AMA1 RON2 block | 4% | -13% | -29% | -7% | 59%[activator] | -11%
AmpC no deterg | -2% | 59% | -13% | -35% | -23% | 66%[activator]
FBPA Giardia inh | -4% | 0% | ? | -13% | 0% | .
Cycloheximide cs | -2 | -3 | 0 | 19 | 15 | .
Shiga inhibitor | 6 | -10 | -11 | 40 | -24 | .

31) CC1CC(C)CN(CCCNC(=O)c2ccc3nc(N4CCCCC4)sc3c2)C1 (stereo not drawn)
32) COc1ccc(Br)c(C(=O)N(C)CC(=O)Nc2ccc(N3CCOCC3)cc2)c1
33) Cn1c(N)c(C(=O)CSc2nn(-c3ccccc3)c(=S)s2)c(=O)n(C)c1=O
34) COc1ccccc1-n1c(C)nc(=O)c(-c2ccccc2)c1C
35) O=C(CN1CCCN(Cc2ccc(F)cc2)S1(=O)=O)NC1CCCC1
36) C=CCn1c(-c2sc3nc(C)cc(C)c3c2N)n[nH]c1=S

assay / entry | 31 | 32 | 33 | 34 | 35 | 36
HCMV antiviral | -14 | -20 | ? | 8 | -15 | 44
AmpC inh detg | ? | ? | -16% | 0% | -1% | 1%
AMA1 RON2 block | 3% | 11% | 10% | 8% | 5% | 85%[activator]
AmpC no deterg | 0% | -23% | -16% | -15% | 15% | 16%
FBPA Giardia inh | -9% | . | . | -1% | . | -9%
Cycloheximide cs | 17* | . | . | -1 | -2 | -1
Shiga inhibitor | 15* | . | . | 24 | -3 | 15

Among those listed so far, 3 have two or more sulfur atoms:
22) COc1ccc(CCNC(=O)CSc2nn3c(=O)c(C)nnc3s2)cc1OC
33) Cn1c(N)c(C(=O)CSc2nn(-c3ccccc3)c(=S)s2)c(=O)n(C)c1=O
36) C=CCn1c(-c2sc3nc(C)cc(C)c3c2N)n[nH]c1=S

assay / entry | 22 | 33 | 36
HCMV antiviral | . | ? | 44
AmpC inh detg | -3% | -16% | 1%
AMA1 RON2 block | 141%[activator] | 10% | 85%[activator]
AmpC no deterg | 4% | -16% | 16%
FBPA Giardia inh | 1% | . | -9%
Cycloheximide cs | -2 | . | -1
Shiga inhibitor | -9 | . | 15

New compounds follow.
37) CCCCC(=O)N/N=C/c1c(O)n(Cc2ccco2)c(=O)[nH]c1=O
38) Cc1cccc(N2CN(Cc3cccnc3)CNC2=S)c1C
39) Cc1ccc(-c2cc(C)nc3ncnn23)cc1
40) c1ccc(-n2ncc3c(NCc4ccco4)ncnc32)cc1
41) Cc1ccc(NC(=O)c2ccccc2[N+](=O)[O-])nc1
42) O=[N+]([O-])c1ccccc1S(=O)(=O)N1CCN(c2ccccn2)CC1

assay / entry | 37 | 38 | 39 | 40 | 41 | 42
HCMV antiviral | 25 | 5 | 20 | 87 | -30 | -16
AmpC inh detg | ? | -1% | -15% | 3% | -13% | -12%
AMA1 RON2 block | 16% | ? | 6% | ? | -7% | 2%
AmpC no deterg | -21% | -17% | -10% | -10% | 2% | -3%
FBPA Giardia inh | 16% | 2% | 0% | -23% | 1% | 8%
Cycloheximide cs | 1 | 15* | 1 | 53* | 8 | -1
Shiga inhibitor | 12 | -6 | 40 | 85* | 8 | 0

43) CN(Cc1ccccc1)c1oc(-c2ccco2)nc1C#N
44) CC1(C)N(O)CC(c2cccs2)=[N+]1[O-]
45) CS(=O)(=O)c1ccccc1C(=O)Nc1ccc2sccc2c1
46) COc1ccc(CC(=O)c2c(O)cc(O)cc2O)cc1OC
47) COc1ccc(CNS(=O)(=O)c2cc(OCC(N)=O)c(C)cc2Cl)cc1
48) C=C[C@@]1(C)CC(=O)[C@]2(O)[C@@]3(C)[C@H](O)CCC(C)(C)[C@@H]3[C@H](O)[C@H](OC(C)=O)[C@@]2(C)O1
49) CCCN1C2CCCC1CC(NC(=S)Nc1cccc(C)c1)C2 (stereo not drawn)
50) O=C1CCCN1CCCNC(=S)Nc1ccc(Nc2ccccc2)cc1
51) O=C(CNC(=O)c1ccc(Cl)cc1Cl)OCCCn1c(=O)[nH]c2ccccc21

assay / entry | 43 | 44 | 45 | 46 | 47 | 48 | 49 | 50 | 51
HCMV antiviral | ? | -14 | 23 | 1 | 6 | . | -36 | -13 | -27
AmpC inh detg | ? | -11% | -16% | -11% | -7% | . | 1% | -6% | 0%
AMA1 RON2 block | -28% | 25% | 0% | -9% | 9% | . | -3% | -6% | 0%
AmpC no deterg | -16% | -21% | -20% | -44% | -10% | . | -9% | 23% | 77%[activator]
FBPA Giardia inh | 1% | -21% | -9% | 20% | -3% | 0% | 0% | -11% | .
Cycloheximide cs | 1 | 8 | 2 | 9 | -4 | -1 | 1 | 11 | .
Shiga inhibitor | -7 | 11 | -5 | -3 | -16 | -7 | 18 | -6 | .

Shown with tabs: 7 of the compounds above
entry	Structure	HCMV antiviral	AmpC inh detg	AMA1 RON2 block	AmpC no deterg	FBPA Giardia inh	Cycloheximide cs	Shiga inhibitor
21	COc1ccc(/C=C(/NC(=O)c2ccc([N+](=O)[O-])cc2)C(=O)NCCCN(C)C)cc1	-32	-5%	1%	-15%	-1%	-3	28
22	COc1ccc(CCNC(=O)CSc2nn3c(=O)c(C)nnc3s2)cc1OC	.	-3%	141%[activator]	4%	1%	-2	-9
23	c1cncc(Cc2cc3ccccc3[nH]2)c1	28	3%	6%	3%	-4%	-1	19
24	Cc1cccc(OCC(=O)Nc2ccc(C(=O)NCC(C)C)cc2)c1	6	3%	1%	-19%	4%	0	-23
25	OCC1(CC2CCCCO2)CCN(C/C=C/c2ccccc2)CC1 (stereo not drawn)	-17	5%	4%	-2%	-4%	-2	6
26	O=C(NC1CCN(CC(=O)N(c2ccccc2)c2ccccc2)CC1)c1ccc([N+](=O)[O-])cc1	13	0%	-13%	59%	0%	-3	-10
27	O=C(O)c1ccc(-n2c(-c3cc(-c4ccco4)[nH]n3)n[nH]c2=S)cc1	8	-3%	-29%	-13%	?	0	-11
